# Screening data deposited in PubChem BioAssay by National Center for Advancing Translational Sciences (NCATS).
# Tb PFK block = T. brucei PFK enzyme inhibition | O15648 | T. brucei PFK, ADP-Glo luminescence | Potency, µM (series often up to 57.5 µM), inactives show at the highest dose activity, negative = inhibition, most hits filed as inhibitors | 0.17% of 330,000 active;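 further: potency means the concentration at half of the fitted maximal effect; 0% = uninhibited 1x PFK enzyme wells and -100% = no-enzyme wells; nearly all actives have a fitted effect of over 60% in size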
# Target sequence (O15648 whole entry, looked up): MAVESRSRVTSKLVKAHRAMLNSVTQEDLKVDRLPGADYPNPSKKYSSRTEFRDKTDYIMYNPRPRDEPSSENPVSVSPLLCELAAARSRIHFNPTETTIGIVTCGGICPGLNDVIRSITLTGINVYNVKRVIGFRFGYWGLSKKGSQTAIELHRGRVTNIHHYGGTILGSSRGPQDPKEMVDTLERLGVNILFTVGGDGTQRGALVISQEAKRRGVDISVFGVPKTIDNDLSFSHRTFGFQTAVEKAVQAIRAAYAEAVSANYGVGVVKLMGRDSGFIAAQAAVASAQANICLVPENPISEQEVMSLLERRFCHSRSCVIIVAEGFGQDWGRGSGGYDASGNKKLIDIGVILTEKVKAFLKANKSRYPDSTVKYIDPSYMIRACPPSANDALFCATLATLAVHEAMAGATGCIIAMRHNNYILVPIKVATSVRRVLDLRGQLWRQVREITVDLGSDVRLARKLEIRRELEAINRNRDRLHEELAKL
#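 Luminescent ADP detection (ADP-Glo, two-step: ATP depletion then ADP-to-ATP conversion for luciferase) reported PFK activity after 45 min room-temperature reaction of 1.25 nM enzyme with 0.5 mM F6P and 0.1 mM ATP at pH 8.0.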
# TCR activator = activators of T cell receptors; AID 504894; primary human leukocytes, anti-CD3, IL-2 HTRF, 48 h; Potency, µM (top dose mostly 9.22 µM), for the others: at the highest dose activation of IL-2 secretion, actives largely listed as activators; 330,000 tested, under 10 active; further: % of control where 0% means no effect
#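 TCR engagement came from a-CD3 beads alone, with compounds added to primary human leukocytes for 48 hr. Secreted IL-2 bridged europium cryptate- and d2-labelled anti-IL-2 antibodies, giving FRET emission at 665nm after 320nm excitation.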
# Chronic BCR inh = inhibitors of chronic active B-cell receptor signaling. 0.05% of 340,000 active. Potency, µM (titrated, usually from 46.1 µM), inactives show at the highest dose ratio change, negative = lower green/red ratio, usual class: inhibitors. ABC-DLBCL IkBa-CBG/CBR reporter, luminescence ratio, 4 h; active means well fitted inhibition curve with a large enough effect in the signal ratio, with a control signal flat, not every such curve was filed as active; inconclusive means small, poorly fitted or top-dose-only effect, or effect the other way, or a change in a side signal; the % refers to the signal ratio;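 further: potency means the concentration at half of the fitted maximal effect; plate controls were basal doxycycline-induced cells for no effect and cells given 10 µM MG132 for full effect; MG132 reads +100%, hits lower the ratio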
#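 TMD8 human ABC-DLBCL cells with doxycycline-inducible IκBα–green luciferase fusion and unfused red luciferase, in 0.5% FBS medium; compounds up to 46 uM, 4 h at 37C. Green/red luminescence ratio, filter-overlap corrected, fitted to concentration-response curves.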
# TSHR antagonist = human thyrotropin receptor antagonism. P16473. TSHR-expressing cells, TSH-stimulated cAMP HTRF, 2 h; hits give low values. activity change, negative = inhibition, % at 11.5 µM. 0.2% of 330,000 active;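 active means activity change below a set negative limit, meaning inhibition stronger than a set level, cut at about -70% in these data; inconclusive means activity change between two set negative limits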; further: on the % scale 0 is the no-effect control and ±100 the full control effect
#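 Freshly harvested TSHR cells receive pin-tooled compound, then EC80 TSH at 4nM final. After 2 hours at 37 deg C, antibody in lysis buffer and cAMP-d2 are added; 30 minutes at ambient temperature precede the HTRF read.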
# Mito fusion act = mitochondrial division inhibition or fusion activation. S. cerevisiae fusion-defective mutant growth rescue, CellTiterGlo 48 h. Potency, µM (doses to about 46.1 µM), for the others: at the highest dose growth rescue (activation), most hits filed as activators. 0.23% of 320,000 active. AID 485298;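 further: potency means the concentration at half of the fitted maximal effect; % of control where 0% means no effect; nearly all actives have a fitted effect of over 45% in size; temperature-sensitive fusion mutants such as fzo1-1 at 37 °C on non-fermentable ethanol glycerol medium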
#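 Luminescent cell viability in 1536-well qHTS format served as the measure of rescued growth in ts fusion-mutant S. cerevisiae cultured on non-fermentable YPEG for 48 hours at 37C.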
# ELG1 repair inh = blocks ELG1-dependent DNA repair in HEK293T cells. AID 504467. Potency, µM (titrated, usually from 46.1 µM), inactives show at the highest dose activity change, negative = inhibition, hits mostly inhibitors. 2.3% of 330,000 active. HEK293T ELG1-luciferase reporter, luminescence, 16 h; DNA damage induced by 5-fluorouridine; further: potency means the concentration at half of the fitted maximal effect; on the % scale 0 is the no-effect control and ±100 the full control effect; nearly all actives have a fitted effect of over 55% in size
#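 Reporter activity after DNA damage by 5-fluorouridine is monitored. Compound-treated cells incubate 16 hr at 37 °C, then ONE-Glo is added for 30 min before luminescence reading.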
# uPA surface inh = blocks generation of uPA at the cell surface; cell surface uPA generation assay, qHTS; Potency, µM (series often up to 38.3 µM), for inactives: at the top dose activity change, negative = inhibition, usual class: inhibitors; 0.31% of 330,000 active; active means well fitted inhibition curve with a large enough effect; inconclusive means small, poorly fitted or top-dose-only effect; inactive means no such curve, though single readings can be large or run the other way; tested in mouse RAW 264.7 cells; further: potency means the concentration at half of the fitted maximal effect; on the % scale 0 is the no-effect control and ±100 the full control effect; nearly all actives have a fitted effect of over 55% in size
# B2AR arrestin = recruits beta-arrestin to the human beta2-adrenergic receptor; P07550; beta-arrestin recruitment to beta2AR, cell-based reporter; Potency, µM (series often up to 46.1 µM), without a hit: at the top dose activation, actives largely listed as activators; 0.02% of 330,000 active;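 further: potency means the concentration at half of the fitted maximal effect; 0% = DMSO controls and full agonism = EC100 isoproterenol or metaproterenol; nearly all actives have a fitted effect of over 65% in size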
# Target sequence (P07550 whole entry, looked up): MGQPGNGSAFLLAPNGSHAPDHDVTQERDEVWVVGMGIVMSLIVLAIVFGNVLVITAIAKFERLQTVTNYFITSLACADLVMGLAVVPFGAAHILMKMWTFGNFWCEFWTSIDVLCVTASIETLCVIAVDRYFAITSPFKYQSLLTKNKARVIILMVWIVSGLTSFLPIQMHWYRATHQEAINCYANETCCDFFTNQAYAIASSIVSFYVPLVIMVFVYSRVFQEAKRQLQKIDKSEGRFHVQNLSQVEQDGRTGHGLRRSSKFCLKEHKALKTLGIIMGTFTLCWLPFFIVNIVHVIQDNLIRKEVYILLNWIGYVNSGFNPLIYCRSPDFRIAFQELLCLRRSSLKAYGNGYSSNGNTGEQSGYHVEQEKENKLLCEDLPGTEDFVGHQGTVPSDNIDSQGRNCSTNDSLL
# USP2a block = USP2a (human) protease inhibition | 0.01% of 330,000 active | O75604 | USP2 core, Ub-CHOP2 coupled fluorogenic reporter, 485/531 | Potency, µM (highest dose often 38.3 µM), for inactives: at the top dose activity change, negative = inhibition, usual class: inhibitors;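 further: potency means the concentration at half of the fitted maximal effect; plate controls were DMSO wells for no effect and full inhibition by NEM control for full effect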
#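 USP2 core (10nM final) preincubated 30min RT with compound in 20mM Tris-HCl pH 8.0, 2mM CaCl2, 2mM beta-mercaptoethanol, 0.05% CHAPS; 25nM Ub-CHOP2 plus 25nM reporter substrate added, fluorescence (Ex485/Em531) read after 60min.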
# Eya2 inh = inhibitors of human Eya2 phosphatase activity; O00167; recombinant Eya2, OMFP fluorescence dephosphorylation (OMFP is methylfluorescein phosphate); Potency, µM (doses to about 76.9 µM), without a hit: at the highest dose activity, negative = inhibition, actives largely listed as inhibitors; 0.006% of 330,000 active; further: potency means the concentration at half of the fitted maximal effect; on the % scale 0 is the no-effect control and ±100 the full control effect
#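 Eya2 (0.2 uM) preincubated 10 min at ambient with compound, then OMFP substrate added at 50 uM; 10 min reaction in 50 mM HEPES pH 7.5, 50 mM NaCl, 5 uM MgCl2, 0.05% BSA, 1 mM DTT. Fluorescence read at Ex 485/Em 525 nm.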
# PTAP TSG101 blk = blocks PTAP/TSG101 interaction to inhibit HIV-1 budding; Q99816; Potency, µM (doses to about 115 µM), inactives show top-dose activity change, negative = inhibition, usual class: inhibitors; Fluorescence polarization, FITC-PTAP peptide / Tsg101 binding; 340,000 tested, under 10 active; active means well fitted inhibition curve with a large enough effect in the main read-out, with a control signal flat, not every such curve was filed as active; inconclusive means small, poorly fitted or top-dose-only effect, or effect the other way, or a change in a side signal; inactive means no such curve, though single readings can be large or run the other way; further: potency means the concentration at half of the fitted maximal effect; % of control where 0% means no effect
#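 FP read-out: FITC-PTAP peptide, 50 nM final, binding Tsg101 binding domain, 10 uM final; 20 min, r.t.; 10 mM HEPES pH 7.5, 0.15 M NaCl, 0.01% Tween 20, 3 mM EDTA, 0.1 mM TCEP.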
# Starred values were filed as active, the others as inactive; ? = inconclusive; nt = no result given; [ ] = remark or other dose. Unless noted, the call rests on the fitted dose curve; in most records, active means well fitted curve in the direction sought with a large enough effect; inconclusive means small, poorly fitted or top-dose-only effect, or another doubt; inactive means no such curve, though single readings can be large; an effect the other way counts as inactive or inconclusive.
SMILES,Tb PFK block,TCR activator,Chronic BCR inh,TSHR antagonist,Mito fusion act,ELG1 repair inh,uPA surface inh,B2AR arrestin,USP2a block,Eya2 inh,PTAP TSG101 blk
CCC(C)NC(=O)COC(=O)c1csc2c1CCCC2 (stereo unspecified),7.1%,4.6%[46.1 µM],18.2%,32.2,9.7%,12.0%,1.4%,-0.7%,5.0%,0.2%,0.9%
CN(C)CCNC(=O)c1ccc(COc2ccc(Cl)cc2Cl)cc1,-17.2%,-0.9%,?,29.6,-14.8%,?,nt,-0.2%,1.0%,5.5%,-2.2%
CC(C)n1c(SCC(=O)NC2CCCCC2)nnc1-c1ccco1,-1.3%,-4.9%,0.6%,17.0,-4.9%,1.6%,0.1%,-0.2%,4.7%,-3.2%,-1.7%
CN1CCC(NC(=S)NC2CC2)CC1,0.8%,0.5%,4.6%,0.1,-0.2%,12.1%,2.6%,-0.1%,0.7%,8.3%,-3.2%
COc1ccc(C(=O)N2CCCC(c3nc(-c4ccc(C)o4)no3)C2)cc1OC (stereo unspecified),-2.4%,-2.4%,-0.7%,-1.7,-9.8%,1.2%,-2.2%,-0.6%,0.8%,1.1%,-0.2%
CC(=O)Oc1oc(-c2ccccc2)nc1/C=N/c1ccccn1,3.3%,4.4%,?,9.2,-2.1%,?,4.5%,-0.9%,0.2%,1.5%,-7.6%
O=C(CSc1ncnc2nc[nH]c12)N1CCN(c2ccc(Cl)cc2)CC1,-3.0%,1.5%,0.3%,-10.3,2.7%,18.4µM*,nt,0.4%,-1.6%,-6.4%,-3.5%
Cc1ccc(S(=O)(=O)NC(C)(C)CSc2nnc(N)s2)cc1,0.0%,-0.4%,5.4%,-9.8,4.4%,-3.1%,-0.5%,0.0%,0.2%,-23.1%,-3.1%
C/C(=N\N=C1\NC(=O)CC(C(=O)O)S1)c1cccs1 (stereo unspecified),7.0%,-23.3%,11.8%,9.0,4.8%,?,nt,-0.9%,1.4%,11.6%,-4.3%
COc1ccc(N(C(=O)c2ccco2)C(C(=O)NC2CCCC2)c2ccncc2)cc1 (stereo unspecified),-1.1%,3.1%,-0.7%,1.2,-0.4%,?,0.2%,0.2%,1.5%,1.9%,-1.1%
Cc1ccc(NC(=O)c2cc(S(=O)(=O)N3CCOCC3)cn2C)cc1Cl,-3.1%,-3.4%,?,-5.1,-1.0%,-19.4%,-3.0%,-0.4%,0.0%,1.9%,-3.5%
COc1ccc(C(CC(=O)Nc2nccs2)C(C)C)cc1 (stereo unspecified),-4.0%,-7.4%,?,0.0,8.0%,-10.9%,-8.0%,-0.5%,-8.7%,3.7%,-0.3%
COc1cc2c(cc1OC)-c1cc(Nc3cccc(C)c3)nc(=O)n1CC2,7.0%,2.7%,?,2.1,-3.3%,?,-2.4%,0.3%,-2.3%,-7.1%,-6.6%
O=C(c1ccccc1Cl)N1CCC(N2CCC(C(=O)N3CCCC3)CC2)CC1,-4.8%,-2.7%,10.1%,30.2,-1.0%,23.0%,0.5%,0.5%,0.3%,11.8%,-2.4%
CC1=C(C(=O)OCCc2ccccc2)C(c2ccsc2)NC(=O)N1C (stereo unspecified),2.3%,0.6%[46.1 µM],-1.0%,5.3,nt,-19.5%,-3.9%,-1.9%,3.1%,-5.9%,-4.5%
O=C(O)CCC(=O)Nc1nc2nc(-c3ccccc3)cc(-c3ccccc3)n2n1,-5.3%,-3.9%,0.3%,18.8,0.5%,-7.6%,6.8%,0.1%,-0.1%,2.6%,-9.3%
FC(F)(F)c1ccc(Cl)c(NC2=NCCCCC2)c1,0.9%,-4.3%,2.4%,4.0,1.0%,?,-1.2%,-0.3%,-0.5%,-8.6%,-4.5%
CCOC(=O)COc1c(/C=N\OC)cc(Cl)cc1OC,-9.2%,2.2%,-1.1%,11.8,4.2%,1.7%,3.5%,0.1%,-0.4%,1.9%,-0.5%
O=C(COC(=O)CCN1C(=O)C2CC=CCC2C1=O)Nc1ccc([N+](=O)[O-])cc1 (stereo unspecified),-9.2%,1.0%,-5.8%,nt,nt,29.5%,3.9%,0.1%,2.1%,1.0%,-0.1%
COC(=O)[C@@H](NC(=O)NC1CCN(Cc2ccccc2)CC1)C(C)C,1.0%,4.8%,-6.4%,-9.8,4.4%,1.2%,1.6%,-0.2%,-0.8%,-11.0%,-0.1%
CCOC(=O)c1cc(C#N)c(N2CCNCC2)nc1C(F)(F)F,-0.4%,-6.4%,-1.0%,12.0,-4.3%,6.0%,-2.3%,-0.4%,1.9%,3.9%,-4.5%
COc1cc(/C=N/NC(=O)c2cc(C34CC5CC(CC(C5)C3)C4)[nH]n2)ccc1O,-2.4%,2.9%,1.8%,-14.2,-6.8%,0.1%,-1.6%,-0.3%,0.0%,-3.1%,-0.8%
CS(=O)(=O)N1CCN(C(=O)CCc2ccccc2)CC1,-1.1%,nt,-0.8%,8.0,-0.4%,-3.1%,-2.2%,-1.2%,0.6%,-8.5%,0.3%
COc1cccc(C(=O)N2C(C(=O)O)CSC2c2ccccc2Cl)c1 (stereo unspecified),4.1%,?,2.3%,14.1,1.4%,7.5%,-1.0%,-1.2%,5.1%,15.3%,-4.0%
Cc1ccccc1NS(=O)(=O)c1cc(C(=O)NCc2ccncc2)ccc1Cl,-1.9%,-0.1%,-1.9%,-23.4,-3.6%,2.6%,6.8%,2.7%,4.4%,11.5%,0.8%

# Additional structures.
SMILES,Tb PFK block,TCR activator,Chronic BCR inh,TSHR antagonist,Mito fusion act,ELG1 repair inh,uPA surface inh,B2AR arrestin,USP2a block,Eya2 inh,PTAP TSG101 blk
CC(=O)OC[C@H]1O[C@@H](n2ncc(=O)[nH]c2=O)[C@H](OC(C)=O)[C@@H]1OC(C)=O,0.3%,-6.0%,0.8%,15.2,-1.5%,?,?,-0.3%,2.5%,-0.5%,-0.8%
COCCCNS(=O)(=O)c1ccc2c(c1)OCCO2,1.1%,-2.0%,-0.3%,3.9,-0.3%,-1.8%,0.1%,-0.4%,-4.5%,2.7%,-5.1%
O=C(COC(=O)c1ccccc1O)Nc1ccc(S(=O)(=O)N2CCCCC2)cc1,-20.8%,1.0%,-4.9%,0.5,12.7%,?,4.4%,0.1%,4.4%,-7.3%,-2.2%
Cc1nn(CCCC(=O)NCc2ccccc2Cl)c(=O)c2nccn12,2.0%,1.9%,10.4%,25.7,-1.6%,10.7%,10.7%,-0.4%,-1.0%,6.0%,-4.4%
COc1ccc(-c2noc(COc3ccc(C)c(C)c3)n2)cc1OC,8.5%,4.0%,0.6%,-12.5,-3.2%,6.2%,0.3%,-0.1%,-0.6%,-8.3%,-2.3%
CCN(C[C@H]1N[C@@](CC)(C(=O)OC)[C@H]2C(=O)N(Cc3ccccc3)C(=O)[C@@H]12)S(=O)(=O)c1ccc(-c2ccccc2)cc1,1.9%,-4.2%,0.3%,-7.4,nt,-15.3%,-6.0%,-0.9%,4.6%,7.4%,-0.2%
CCOC(=O)C1=C(C)OC(N)=C(C#N)C1c1ccc(C)s1 (stereo unspecified),-2.9%,-6.9%,-17.2%,-1.1,-9.0%,0.0%,-4.3%,0.2%,0.1%,-15.0%,-1.0%
COc1ccccc1CC1(C)NC(=O)N(CC(=O)N2CCc3ccccc3C2)C1=O (stereo unspecified),0.4%,-5.2%,-1.4%,-0.4,3.2%,-1.7%,2.0%,0.5%,2.1%,-24.3%[15.4 µM],-4.0%
Cc1cccc(-n2ncc3c(=O)[nH]c(SCC(=O)Nc4cc(C)on4)nc32)c1,0.6%,1.5%,?,13.2,nt,0.0%,0.7%,3.8%,3.2%,-40.0%,-1.6%
CCOc1ccc(-c2c(C(=O)N/N=C(\C)c3ccncc3)nnn2-c2nonc2N)cc1,0.3%,3.5%,0.5%,8.6,-2.2%,14.2%,-19.8%,0.1%,-1.0%,7.7%,0.5%
CC1CCc2cc(F)ccc2N1C(=O)CCC(=O)O (stereo unspecified),1.3%,-1.2%,-1.7%,-1.7,2.9%,18.0%,-3.0%,0.2%,0.0%,13.5%,0.7%
O=C(c1ccco1)c1n[nH]nc1-c1ccccc1,-3.7%,2.2%,?,7.0,-0.3%,3.1%,-6.1%,-0.5%,3.1%,-12.1%,-0.8%
